# TROY signal inh – blocks TROY-dependent signaling in reporter cells. Q293 LMP1-TROYcd NF-kB luciferase reporter, 4 h. 0.98% of 360,000 active. inhibition, % at 10 µM;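 active = compounds whose plate-normalised and pattern-corrected inhibition of the luciferase reporter signal at the single screening dose is 50% or more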
# C8 TRAIL sens – sensitizes caspase-8 expressing cells to TRAIL; 1% of 360,000 active; inhibition (viability loss, TRAIL sensitization), % at 10 µM; NB7+C8 cells + TRAIL, ATPlite viability luminescence;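 active = compounds causing at least 50% loss of cell viability in the single-dose screen, relative to plate controls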
# TWEAK Fn14 block – inhibitors of TWEAK-Fn14 interaction signaling; TWEAK-stimulated Fn14 reporter cells, luciferase luminescence, 8 h; 2% of 360,000 active; inhibition, % at 10 µM; in the data active = inhibition above about 50%
# MITF TRPM1 inh – MITF TRPM1 promoter inhibition in SK-MEL-5 cells; SK-MEL-5 TRPM1 promoter luciferase, 24 h; inhibition, % at 12.5 µM; 0.83% of 330,000 active;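 active = mean inhibition across replicates of 60% or more, whatever share of single replicates reaches that level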; note: values of inactives mirror those of a sister screen read the other way
# HIF-2a inh – HIF-2a inhibition; inhibition, % at 18.8 µM; AID 624352; 786-0 RCC cells HIF-2a reporter, luciferase luminescence, overnight; 0.72% of 360,000 active;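 active = inhibition of the luminescence signal of 40% or more relative to plate controls, in a single-dose primary screen at 18.75 µM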
# Peg3 prom inh – Peg3 promoter activity inhibition | 1.7% of 360,000 active | inhibition, % at 20 µM | HeLa PEG-Prom luciferase reporter, luminescence, overnight;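 active = inhibition of at least 50% at 20 µM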
# Shn3 inh set2 – inhibitors of Schnurri-3 3'UTR reporter in osteoblasts. Clone20 osteoblast Shn3 3'UTR firefly luciferase, 24 h. inhibition, % at 12.5 µM. 0.52% of 360,000 active;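 active = mean inhibition of at least 75% with every replicate also reaching 75%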;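 note: 0% = median of neutral control wells and 100% = pilot-screen positive control compound; some compounds past the cut are filed as inactive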
# KKLEB cytotox – counter-screen for CF NF-kB inhibitors: cytotoxicity | activity change (cytotoxicity), % at 5 µM | 0.36% of 360,000 active | AID 602141 | KKLEB CF airway cells viability, ATPlite luminescence, overnight; active compounds read low; cells stimulated with P. aeruginosa culture filtrate;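 active = corrected activity change at or below -50% at 5 µM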
# NR2E3 ag-1 – human photoreceptor-specific nuclear receptor agonism | AID 602229 | 0.35% of 360,000 active | CHO-S Gal4-NCOR/VP16-NR2E3 two-hybrid, luciferase | inhibition of corepressor binding, % at 3.98 µM;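 active = inhibition above the mean of all tested compounds plus 3 SD, cut at about 70% in these data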;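 note: 0% = DMSO with NR2E3 transfected cells and 100% = cells lacking NR2E3 construct; higher means lower luciferase signal from less NR2E3 corepressor binding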
# Target sequence (Q9Y5X4 whole entry, looked up, the tested form may be a part): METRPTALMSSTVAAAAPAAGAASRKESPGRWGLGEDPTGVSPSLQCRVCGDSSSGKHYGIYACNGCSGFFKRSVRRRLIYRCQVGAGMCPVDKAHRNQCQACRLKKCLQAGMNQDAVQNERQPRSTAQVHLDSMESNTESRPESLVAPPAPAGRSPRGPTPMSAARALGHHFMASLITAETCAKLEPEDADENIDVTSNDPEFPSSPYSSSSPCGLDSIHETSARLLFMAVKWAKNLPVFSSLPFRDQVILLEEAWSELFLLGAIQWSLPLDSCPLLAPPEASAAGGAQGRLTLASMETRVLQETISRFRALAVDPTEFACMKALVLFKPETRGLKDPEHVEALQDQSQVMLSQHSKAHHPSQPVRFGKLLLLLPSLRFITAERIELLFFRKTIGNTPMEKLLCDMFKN
# CF NFkB block – cystic fibrosis NF-kB activation inhibition | inhibition, % at 5 µM | 0.86% of 360,000 active | KKLEB NF-kB-GFP reporter, PAF-induced, GFP fluorescence overnight;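 active = at least 50% inhibition at 5 µM, scaled per plate between neutral and stimulator controls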;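 note: PAF is a Pseudomonas aeruginosa culture filtrate used as stimulus; plate controls were PAF-stimulated DMSO wells for no effect and unstimulated DMSO wells for full effect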
# NR2E3 ag-2 – activates human photoreceptor nuclear receptor NR2E3. Q9Y5X4. GST-NR2E3/biotin-RetCOR TR-FRET, 1536-well. inhibition of corepressor binding, % at 4.78 µM. 0.12% of 320,000 active. AID 2300;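 active = percent inhibition above the cutoff of mean plus 3 SD of all tested compounds, set per screening campaign, cut at about 20% in these data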;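 note: 0% = DMSO wells and 100% = biotin wells as full block of FRET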
#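 Material: NR2E3–RetCOR corepressor complex / Incubation: Compound–protein incubation for 5 h at 4 °C / Dosing: compound at 4.8 µM, single dose / Detection: time-resolved FRET / Benchmarks: high control biotin, low control 0.6% DMSO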
# * marks the source's active call; other numbers are inactive results; x = not tested or not shown. The list is partial; the hit share may differ from the screen's.
# The line under a structure holds: NR2E3 ag-2	Shn3 inh set2	MITF TRPM1 inh	C8 TRAIL sens	NR2E3 ag-1	CF NFkB block	TWEAK Fn14 block	KKLEB cytotox	TROY signal inh	Peg3 prom inh	HIF-2a inh
O=C(O)CC1=C(Nc2ccccc2)C(=O)N(c2ccccc2)C1c1ccc(Cl)cc1 (stereo unspecified)
 : 0	-52	-15	-6	-73	8	9	-6	-69	-72	-209
COC(=O)C1C(=O)C(C(=O)c2ccccc2)C(=O)CC1(C)C (stereo unspecified)
 : 1	-10	5	-21	-10	-8	-8	11	4	7	19
CC1(C)CN(c2ccc(Br)cc2)C(=O)[C@H]1CC(=O)Nc1ccccc1
 : x	12	x	8	-5	1	25	0	-4	-5	12
CC(NC(=O)C[n+]1cccc(Br)c1)c1ccccc1 (stereo unspecified)
 : -1	10	-14	-3	-19	2	16	-6	2	11	11
CC(=O)C1=CCC(c2ccccc2)N(S(C)(=O)=O)C1 (stereo unspecified)
 : x	-7	x	13	9	-18	-24	8	10	4	-7
CN(C)C(=O)c1ccc2c(c1)C1C3CCC(C3)C1C(c1ccccc1)N2 (stereo unspecified)
 : 3	-19	8	-2	13	8	12	10	-1	9	23
O=C(CN(c1cccc(C(F)(F)F)c1)S(=O)(=O)c1ccc(Cl)c([N+](=O)[O-])c1)NCc1ccc(F)cc1
 : 3	-13	44	-8	5	9	30	1	11	88*	82*
Cc1nn(CCC#N)c(NC(=O)c2ccc(Cl)cc2)c1P(=O)(Nc1ccc([N+](=O)[O-])cc1)N1CCOCC1 (stereo unspecified)
 : 4	-6	-1	-7	23	8	-4	-6	2	11	2
C[C@@]12C(=O)Nc3ccccc3C(=O)N1[C@H]1c3cc(Cl)ccc3OC[C@@H]1[C@@H]2c1ccccc1
 : x	12	8	19	15	30	8	-21	-1	44	20
Cc1cc2ncn(C(=O)c3c(-c4ccccc4Cl)noc3C)c2cc1C
 : -2	-2	33	-11	-15	-10	-12	-7	-2	17	3

# Next part.
# The line under a structure holds: NR2E3 ag-2	Shn3 inh set2	MITF TRPM1 inh	C8 TRAIL sens	NR2E3 ag-1	CF NFkB block	TWEAK Fn14 block	KKLEB cytotox	TROY signal inh	Peg3 prom inh	HIF-2a inh
CCOC(=O)[C@H]1[C@H]2COc3ccccc3[C@@H]2N2C(=O)c3cc(C)ccc3NC(=O)[C@@]12C
 : -3	13	-1	-2	-33	-22	-8	-4	-3	3	11
COc1ccc(C(=O)CC(=O)c2ccc(C)cc2)c(O)c1
 : 5	-35	-29	2	-83	1	-14	7	-37	-203	-198
O=C1NC(=O)C(CC(=O)N(Cc2ccco2)C2(C(=O)NC3CCCCC3)CCCCC2)N1 (stereo unspecified)
 : -4	-3	-8	11	-28	-11	-13	-2	6	8	18
NC(=O)CC(NC(=O)c1ccc(Br)cc1)c1ccc(NCCc2ccc(F)cc2)c([N+](=O)[O-])c1 (stereo unspecified)
 : -1	17	-10	1	-8	14	-25	-29	5	28	-6
Cc1nc(NC(=O)CN2CC(C)OC(C)C2)sc1C(=O)N(C)C (stereo unspecified)
 : 8	26	5	-16	-20	-5	-13	-1	-7	7	6
C#CCOCCOCCOCCNc1nc(N2CCN(C(=O)CCCCCCCCCCNC(=O)[C@@H](CCSC)n3cc(CCO)nn3)CC2)nc(N2CCN(C(=O)CCCCCCCCCCNC(=O)[C@H](CO)n3cc(CCCCCN)nn3)CC2)n1
 : 2	-7	10	7	-28	5	-23	14	-5	-9	12
Cc1onc(-c2c(Cl)cccc2Cl)c1NC(=O)NNc1ccccn1
 : 1	0	3	-13	-11	17	13	-8	4	2	16
COc1ccc(/C=C(/NC(=O)c2ccco2)C(=O)N2CCOCC2)cc1
 : 3	-14	6	11	-27	10	-8	6	2	4	7
CCN1CCN(P2(=O)C=C(c3ccccc3)OC(c3ccccc3)=C2)CC1
 : -2	9	-3	16	14	9	15	-3	-9	21	12
CCC1CCCCN1S(=O)(=O)c1ccccc1 (stereo unspecified)
 : 3	4	9	-5	1	13	12	-22	11	25	14

# (more compounds)
# The line under a structure holds: NR2E3 ag-2	Shn3 inh set2	MITF TRPM1 inh	C8 TRAIL sens	NR2E3 ag-1	CF NFkB block	TWEAK Fn14 block	KKLEB cytotox	TROY signal inh	Peg3 prom inh	HIF-2a inh
C=C(CCO)C1=CCN(S(=O)(=O)C(C)(C)C)[C@@H]1CCO
 : x	-11	1	6	-32	-9	16	18	10	-11	7
O=C(c1ccc(-n2c(SCc3cc(F)ccc3F)nc3ccccc3c2=O)cc1)N1CCOCC1
 : -1	3	11	-7	2	-14	-28	6	-4	8	14
CCOc1ccccc1C1CC(=O)Nc2cc3c(cc21)OCO3 (stereo unspecified)
 : -6	31	20	0	-51	16	22	-29	31	9	20
CCCCC(CC)COC(=O)C(C#N)=C(c1ccccc1)c1ccccc1 (stereo unspecified)
 : 2	11	9	7	3	5	-7	2	-11	11	3
CN(C)S(=O)(=O)Oc1ccc(C(=O)Nc2ccc([N+](=O)[O-])cc2)cc1
 : -2	-2	9	14	-16	-20	-13	-8	9	-16	-5
COCCNC(=O)CN(C(=O)c1ccc(N2CCCC2)nc1)c1ccccc1
 : 1	-2	-4	-2	22	9	-3	-1	-3	-21	-6
CCOC(=O)c1cnc2cc(C)nn2c1C
 : -2	6	7	4	-30	5	32	3	10	-5	2
CCCC(=O)c1ccc(N2CCCC2)c(F)c1
 : 0	-1	-59	18	-58	-1	3	1	-13	-157	-258
O=C(CCN1C(=O)/C(=C/c2ccco2)SC1=S)Nc1ccc(C(=O)O)c(O)c1
 : 2	4	2	-31	-14	-4	18	-8	14	-11	6
Cc1cc(NC(=O)CSCC(=O)Nc2cc(C(F)(F)F)ccc2N2CCOCC2)no1
 : 2	-5	-4	-6	-12	2	-2	9	-1	2	2

# (more compounds)
# The line under a structure holds: NR2E3 ag-2	Shn3 inh set2	MITF TRPM1 inh	C8 TRAIL sens	NR2E3 ag-1	CF NFkB block	TWEAK Fn14 block	KKLEB cytotox	TROY signal inh	Peg3 prom inh	HIF-2a inh
Cc1ccccc1CN1CCCC(C(=O)Nc2ccc(-c3ccn[nH]3)cc2)C1 (stereo unspecified)
 : -4	6	-7	29	5	18	0	-11	10	4	12
Cn1c(Cc2ccccc2)[n+](C)c2ccccc21
 : 4	5	3	5	-1	15	-5	-2	12	18	24
COc1ccccc1OCC(O)Cn1c(Br)nc2c1c(=O)[nH]c(=O)n2C (stereo unspecified)
 : 3	-9	11	8	-14	-5	10	11	5	12	5
NC(=O)c1sc(=S)n2c1[nH]c(=O)c1sccc12
 : -2	-2	-6	-1	-15	4	20	-16	6	-13	-2
COc1ccc(-n2nc3c(c2NC(=O)c2ccc(S(=O)(=O)N4CCOCC4)cc2)CS(=O)C3)cc1 (stereo unspecified)
 : -2	-23	-9	-2	9	-21	-11	11	0	-6	11
c1ccc2c(c1)CNc1ccccc1C2
 : -2	-21	-8	-7	-11	20	-6	-4	-5	16	20
CC1CCCCN1C(=O)C1CCCCN1S(=O)(=O)c1cccc([N+](=O)[O-])c1 (stereo unspecified)
 : 2	-7	-20	-10	-34	-17	-15	10	4	11	8
CCCCC(=O)Nc1c(C)cc(C)cc1Cl
 : 0	7	-4	-12	-20	2	-9	4	2	-4	-16
CC(/C=N/NC(=O)Cn1nccc1C)=C\c1ccc(C(C)C)cc1
 : -4	-10	5	7	-45	1	1	-2	-8	-70	-106
O=C(NCC1CCCO1)C(c1ccc(F)cc1)N(C(=O)Cn1nnc(-c2ccc(F)cc2)n1)c1cccc(O)c1 (stereo unspecified)
 : 2	23	4	-2	5	5	28	-12	8	56*	19

# The listing continues:
# The line under a structure holds: NR2E3 ag-2	Shn3 inh set2	MITF TRPM1 inh	C8 TRAIL sens	NR2E3 ag-1	CF NFkB block	TWEAK Fn14 block	KKLEB cytotox	TROY signal inh	Peg3 prom inh	HIF-2a inh
COC(=O)c1sccc1NC(=O)COc1cccc(C)c1
 : 2	1	-4	-13	-2	-6	-31	-1	-5	-40	-80
Cc1ccc(C)c2[nH]c(=O)c(CCNC(=O)c3cc4ccccc4o3)cc12
 : -2	7	x	-18	-19	-17	14	-7	18	20	5
CCOc1ccc(C(=O)N2CCN(CC(=O)N3CCCC3)CC2)cc1OCC
 : 0	-5	-2	-13	-16	6	25	2	-6	2	-1
COc1ccc(COC[C@H](CC(C)C)N2CCN(C(=O)c3cccc(C(F)(F)F)c3)CCC2=O)cc1
 : x	x	x	-7	10	x	1	x	-7	x	0
Cn1cnc2c(cnn2-c2ccccc2)c1=O
 : 2	-18	-9	0	-4	4	-5	-10	5	-2	-10
Cc1ccc(NC(=O)Cn2c(C)csc2=O)cc1
 : x	-24	-45	-17	-48	11	-34	-7	-26	-102	-89
Cc1ccc(N(CC(=O)NC2CCCCC2)C(=O)CNC(=O)c2ccco2)cc1F
 : -3	3	-1	-8	-15	-2	5	4	-1	-1	10
CCOc1ccccc1NC(=O)/C=C/C(N)=O
 : 2	-44	-16	3	-8	12	-1	-9	-12	2	12
COc1ccc(-n2c(-c3ccco3)n[nH]c2=S)cc1
 : 0	-13	9	15	9	-2	-1	5	9	3	12
O=C1c2ccccc2C(=O)N1CCCc1nc(-c2ccncc2)no1
 : 0	-16	-9	-17	3	14	-1	-12	-4	-2	-2
CCOc1ccccc1N1CCN(C(=O)c2c(-c3ccccc3Cl)noc2C)CC1
 : 1	-10	1	1	12	2	15	-3	-4	27	15

# 6 entries from above, tab-delimited.
canonical_smiles	NR2E3 ag-2	Shn3 inh set2	MITF TRPM1 inh	C8 TRAIL sens	NR2E3 ag-1	CF NFkB block	TWEAK Fn14 block	KKLEB cytotox	TROY signal inh	Peg3 prom inh	HIF-2a inh
COc1ccc(COC[C@H](CC(C)C)N2CCN(C(=O)c3cccc(C(F)(F)F)c3)CCC2=O)cc1	x	x	x	-7	10	x	1	x	-7	x	0
Cn1cnc2c(cnn2-c2ccccc2)c1=O	2	-18	-9	0	-4	4	-5	-10	5	-2	-10
Cc1ccc(N(CC(=O)NC2CCCCC2)C(=O)CNC(=O)c2ccco2)cc1F	-3	3	-1	-8	-15	-2	5	4	-1	-1	10
Cc1ccc(NC(=O)Cn2c(C)csc2=O)cc1	x	-24	-45	-17	-48	11	-34	-7	-26	-102	-89
Cc1ccc(C)c2[nH]c(=O)c(CCNC(=O)c3cc4ccccc4o3)cc12	-2	7	x	-18	-19	-17	14	-7	18	20	5
O=C1c2ccccc2C(=O)N1CCCc1nc(-c2ccncc2)no1	0	-16	-9	-17	3	14	-1	-12	-4	-2	-2

# Source: PubChem BioAssay
